# 697 NFkB inh – inhibitors of PMA/ionomycin-induced NF-kB reporter, 697 cells, primary screen, B-cell NF-kB inhibitor project, cell-based, luminescence, uHTS. 697 B-cell NF-kB luciferase reporter, 16 h. inhibition, % at 4 µM. 330,000 tested, 0.33% active. AID 435022, 2010; in the data active means inhibition above about 35%
# EBI2 antag – EBI2 receptor antagonists, beta-arrestin recruitment, primary screen, cell-based, luminescence, 7a,25-OHC stimulation, uHTS. G-protein coupled receptor 183 (Homo sapiens), P32249. 7a,25-OHC stimulated. inhibition, % at 5 µM. 360,000 tested, 0.81% active. AID 651636, 2012; in the data active means inhibition above about 38%;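 further: enzyme fragment complementation signal reports receptor beta-arrestin coupling in cells; 0% = agonist plus DMSO wells and 100% = wells without agonist; some results beyond the cut were filed as inactive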
# Target sequence (P32249 whole entry, looked up, the tested form may be a part): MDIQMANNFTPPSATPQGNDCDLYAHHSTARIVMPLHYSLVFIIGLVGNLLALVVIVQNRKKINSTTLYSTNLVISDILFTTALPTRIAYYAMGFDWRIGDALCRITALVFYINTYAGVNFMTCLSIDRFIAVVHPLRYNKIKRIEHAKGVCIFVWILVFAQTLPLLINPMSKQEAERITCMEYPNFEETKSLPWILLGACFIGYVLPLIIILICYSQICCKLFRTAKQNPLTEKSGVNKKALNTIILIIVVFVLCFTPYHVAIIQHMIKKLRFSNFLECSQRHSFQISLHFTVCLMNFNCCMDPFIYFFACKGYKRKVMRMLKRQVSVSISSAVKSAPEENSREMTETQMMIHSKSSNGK
# Gli-Sufu antag – Gli-Sufu pathway antagonists, primary screen, luciferase luminescence, Sufu-KO-LIGHT cells, uHTS. Sufu-KO-LIGHT fibroblasts, Gli luciferase reporter luminescence. AID 588413, 2011. inhibition, % at 5 µM. 340,000 tested, 0.74% active;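 active means inhibition above about 55%, limit read from the data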;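 further: 0% = DMSO-treated cells and 100% = wells with medium but no cells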
# Jurkat NFkB inh – inhibitors of induced NF-kB luciferase reporter, primary screen, TCR NF-kB activation inhibitor project, cell-based, luminescence, uHTS; Jurkat, PMA/ionomycin-induced NF-kB luciferase reporter; inhibition, % at 4 µM; 330,000 tested, 0.53% active; AID 435003, 2010; in the data active means inhibition above about 50%
# CHOP UPR activ – activators of apoptotic CHOP UPR arm, primary screen, cell-based, CHO-CHOP luciferase reporter, luminescence, uHTS | activation, % at 10 µM | UPR activation; percent of tunicamycin response over DMSO baseline | 330,000 tested, 0.34% active;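 active means at 10 µM dose, activation of 40% or more, normalized to positive control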;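 further: 100% = tunicamycin at 10 µg/mL and 0% = DMSO alone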
#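 Material: CHO-CHOP cells, stable luciferase reporter of PERK-eIF2a-CHOP signalling; quantity: 500 reporter cells seeded per well; buffer or medium: F12 medium containing 10% fetal bovine serum; compound: one dose, 10 µM in 0.5% DMSO; incubation: 6 h compound treatment, 37 °C; measured by: Steady-Glo luciferase luminescence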
# CXCR6 inh – CXCR6 receptor inhibitors, primary screen, cell-based, beta-arrestin, luminescence, CHO-K1 PathHunter, 1536-well; C-X-C chemokine receptor type 6 (Homo sapiens), O00574; inhibition, % at 20 µM; 360,000 tested, 0.36% active; AID 602244, 2012; in the data active means inhibition above about 34%, passing the limit was not always enough;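 further: antagonist mode with CXCL16 agonist at 10 nM final; 0% = 10 nM CXCL16 with DMSO and 100% = unstimulated wells without agonist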
# Target sequence (O00574 whole entry, looked up): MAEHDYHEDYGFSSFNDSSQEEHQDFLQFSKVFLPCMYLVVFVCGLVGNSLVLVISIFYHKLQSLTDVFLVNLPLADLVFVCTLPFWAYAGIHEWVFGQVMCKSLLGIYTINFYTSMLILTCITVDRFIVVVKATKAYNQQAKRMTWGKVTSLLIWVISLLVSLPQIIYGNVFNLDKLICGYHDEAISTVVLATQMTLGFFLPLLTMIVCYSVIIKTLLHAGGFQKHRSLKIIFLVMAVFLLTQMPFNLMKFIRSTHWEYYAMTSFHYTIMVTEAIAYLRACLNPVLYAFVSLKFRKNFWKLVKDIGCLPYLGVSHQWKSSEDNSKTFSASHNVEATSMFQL
# Mdm2 MdmX PPI – inhibitors of human Mdm2-MdmX association, primary screen, cell-based, luminescence, split luciferase, SaOS-2, uHTS; 330,000 tested, 3% active; Protein Mdm4 (Homo sapiens) + E3 ubiquitin-protein ligase Mdm2 (Homo sapiens), …; AID 485346, 2010; inhibition, % at 8 µM; SaOS-2 split-luciferase Mdm2/MdmX complementation;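 active means inhibition of at least 50% at 8 µM in the primary screen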
# UPR XBP1 act – activators of adaptive XBP1 UPR arm, primary screen, cell-based, CHO-XBP1 luciferase reporter, luminescence, uHTS; IRE1-XBP1 UPR activation; percent of tunicamycin response, DMSO as zero; activation, % at 20 µM; 330,000 tested, 0.33% active;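 active means versus positive control, 20 µM dose yields 30% or more activation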;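 further: 100% = tunicamycin at 10 µg/mL and 0% = DMSO only wells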
#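 Signal: luciferase luminescence; Assay system: CHO-XBP1 luciferase reporter cells; Amount: one thousand reporter cells per well; Dosing: 20 µM single concentration, DMSO 1%; Benchmarks: high control tunicamycin 10 µg/mL final, low control DMSO vehicle only; Schedule: 6 h compound exposure at 37 °C, 5% CO2; Evaluation: percent activation relative to tunicamycin reference.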
# CCR6 antagonist – CCR6 receptor antagonists, primary screen, cell-based, CHO-K1, luminescence, beta-arrestin, uHTS | C-C chemokine receptor type 6 (Homo sapiens), P51684 | CHO-K1 CCR6 PathHunter beta-arrestin, CCL20-stimulated | inhibition, % at 20 µM | 340,000 tested, 0.49% active;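 active means compounds whose inhibition of the agonist-driven luminescence signal at 20 µM reaches about 50%, limit read from the data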;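 further: cells stimulated with CCL20 at 14 nM final; plate controls were DMSO with CCL20 for no effect and DMSO without agonist for full effect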
# Target sequence (P51684 whole entry, looked up): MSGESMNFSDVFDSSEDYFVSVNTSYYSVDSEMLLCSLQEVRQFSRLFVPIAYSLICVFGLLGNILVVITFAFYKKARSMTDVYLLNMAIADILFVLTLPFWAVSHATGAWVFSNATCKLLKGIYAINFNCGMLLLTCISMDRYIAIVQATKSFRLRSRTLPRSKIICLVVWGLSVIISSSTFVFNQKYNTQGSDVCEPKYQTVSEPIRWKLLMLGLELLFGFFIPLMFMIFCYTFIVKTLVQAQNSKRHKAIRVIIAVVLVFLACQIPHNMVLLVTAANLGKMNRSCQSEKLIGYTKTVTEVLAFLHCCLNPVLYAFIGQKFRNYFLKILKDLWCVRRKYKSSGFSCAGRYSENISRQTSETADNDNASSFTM
# * hit, by the source's call; x = no result given.
Molecule	Jurkat NFkB inh	CCR6 antagonist	CHOP UPR activ	Mdm2 MdmX PPI	697 NFkB inh	Gli-Sufu antag	UPR XBP1 act	EBI2 antag	CXCR6 inh
COc1ccc(S(=O)(=O)Nc2ccc(S(=O)(=O)Nc3nccs3)cc2)cc1	-3	14	-0.5	18	18	-12	1	-1	-2
O=C(Nc1ccccc1F)c1ccc(-n2cncn2)nc1	-21	1	-1.8	9	-145	0	0	-6	-3
COc1ccc(CCCNC(=O)CC#N)cc1OC	9	-7	0.5	0	13	-7	-4	-13	2
COc1ccc(/C=C/C(=O)NC(=S)NCc2ccccc2)cc1OC	-8	3	-0.2	48	0	-4	-4	-23	-2
O=C(NCc1cccs1)c1ccccc1	-9	7	2.6	-27	-21	-8	2	1	0
COc1ccc(NC(=O)COc2ccc(-n3cnnn3)cc2)cc1OC	11	-6	0.3	-18	10	-5	2	1	-12
CCOC(=O)c1cc2c(nc1N)CC(C)(C)OC2	-6	8	-0.9	2	-12	25	0	0	-14
C[C@@H]1CN(C(=O)c2nc3ccc(Cl)cn3c2CN2CCc3sccc3C2)C[C@H](C)O1	4	7	-0.5	3	16	9	-2	15	-4
N#CCOC(=O)c1c2c(nc3ccccc13)CCC2	-5	3	-0.5	4	-2	-6	-2	-9	-3
O=C1/C(=C/c2cccs2)N=C(c2cccs2)N1Nc1ccccc1	-1	15	0.4	10	-28	6	0	7	13
CC(C)c1ccc(C(C(=O)NC2CCCCC2)N(C(=O)c2csnn2)C2CC2)cc1 (stereo not drawn)	-14	20	2.4	-2	-10	-9	2	-27	1
CC1(C)CC(CNCCC(c2ccc(F)cc2)c2ccco2)CCO1 (stereo not drawn)	11	22	-0.2	-14	14	5	3	11	0
CC(C)(C)C(=O)Nc1cc2c3c(c1)CCN3C(=O)CC2	3	11	0.3	6	20	-61	-3	-2	-4
Cn1cc(CN2CCC(n3nccc3NC(=O)CCCc3ccccc3)CC2)cn1	-10	4	0.9	-2	-9	-6	-5	-9	5
CCOc1cccc(-c2nnc3sc(C4CCCCC4)nn23)c1	-1	14	0.2	46	-16	-2	4	-16	6
O=C(COc1ccc([N+](=O)[O-])cc1)N(Cc1cccs1)C1CCS(=O)(=O)C1 (stereo not drawn)	7	-5	0.0	8	15	-12	-2	-7	5
O=C(CC1C(=O)NCCN1CC1CCCCC1)NCc1ccc(F)cc1F (stereo not drawn)	-2	-1	0.9	-10	0	12	1	3	-8
COc1ccccc1-c1nnc(NC(=O)c2ccc(S(=O)(=O)N(C)C)cc2)o1	-5	-9	2.8	3	-13	-15	-1	0	3
Cc1ccc2nc(SCC(=O)N3CCN(C(=O)c4ccco4)CC3)[nH]c2c1	11	4	-0.3	20	-9	x	0	4	-8
CCC(C)NC(=O)Cn1cccc1C(=O)c1ccccc1 (stereo not drawn)	4	-3	-1.7	6	13	-4	-2	-5	11
O=C(NCc1ccccc1)N1CCC(CO)(CCc2ccccc2)CC1	6	5	-1.0	12	23	-1	-4	-7	0
CCc1ccc(-c2cc(C)no2)cc1S(=O)(=O)Nc1ccccn1	4	-5	-2.0	2	0	0	3	1	-3
Cc1cccc(C)c1OCC(=O)Nc1cccc(S(=O)(=O)N2CCCC2)c1	6	1	0.2	2	6	16	-3	-4	-8
c1ccc(N2CCN(Cc3ccnc4ccccc34)CC2)cc1	14	-1	-1.8	9	-9	15	0	3	-11
CCC(c1nnc(SCC(=O)Nc2nnc(-c3ccccc3)o2)n1Cc1ccccc1)N(C)C (stereo not drawn)	0	-6	-1.1	18	9	-3	-2	0	7
COc1cccc(NS(=O)(=O)c2ccc3c(c2)NC(=O)C(C)S3)c1 (stereo not drawn)	-5	15	-0.9	21	-21	1	-8	1	-32
COc1ccc(-c2cc(C(F)(F)F)nc(SCC(=O)N3CCOCC3)n2)cc1OC	-11	9	0.8	14	9	0	-1	4	4
COc1cccc(C2CC(c3ccccc3Cl)Nc3ncnn32)c1 (stereo not drawn)	x	4	x	x	x	0	x	-17	-1
COc1ccc(-c2nc(-c3cccnc3)no2)cc1	-126	1	0.5	-153	-240	-72	-2	1	-2
COc1cc(-c2csc(CCn3nc(C)cc3C)n2)cc(OC)c1OC	-2	5	0.1	-4	16	4	-1	-3	-7
CC(C)CNC(=O)CC(NCC(C)C)C(=O)O (stereo not drawn)	10	x	2.0	9	-5	x	1	x	x
O=C(c1ccc(F)cc1)c1ccc(CN2C(=O)c3ccccc3C2=O)o1	19	15	1.0	15	-12	-5	-1	-6	7
COc1ccc(NS(=O)(=O)c2cc(C(=O)O)ccc2C)cc1	-12	6	-2.7	25	3	-8	-1	-3	-4
CCn1c(CCNC(=O)c2cccs2)nnc1SCC(=O)NC1CCCCC1	2	-8	-2.5	6	7	0	-2	2	-6
O=C(CCCOc1ccccc1)Nc1ccc(S(=O)(=O)Nc2ccccn2)cc1	0	6	0.0	-16	6	27	-3	1	2
Oc1ccc(/C=C/c2nc(-c3ccccc3O)n(-c3ccccc3)n2)cc1	-2	-6	2.8	13	18	4	4	9	-6
CCC[C@H](CN[C@@H](CNC)[C@H](C)O)NCCc1ccc(OC)cc1	6	2	-0.8	-16	17	1	-1	-15	-3
C=CCn1c(SCC(=O)N2CCOCC2)nc2sc(CC)cc2c1=O	4	7	0.2	-7	9	2	-3	-13	-9
CC(C)N(CC(N)=O)C(=O)c1sc2cc(F)ccc2c1Cl	-6	-1	0.1	-30	28	-4	0	-2	3
O=C(NCc1cccnc1)c1ccc(COc2ccccc2Br)cc1	-22	23	3.8	11	-19	25	3	4	7
COc1ccc(N2C(=O)CC(Nc3ccc(F)cc3)C2=O)c([N+](=O)[O-])c1 (stereo not drawn)	-3	15	0.8	17	7	-3	-3	-4	6
COc1cc(C(=O)N2CCN(c3cc(Cl)ccc3Cl)CC2)cc(OC)c1OC	60*	7	0.2	50	-82	24	19	-7	1
Clc1ccc(-c2csc(N/N=C/c3ccco3)n2)cc1	-29	-18	7.4	-44	-51	-13	8	-14	-11
CCc1nnc(NS(=O)(=O)c2ccc(NC(=O)c3cccc(Cl)c3)cc2)s1	-3	7	-2.5	16	19	0	-1	3	1
O=C(COC(=O)CSc1ccc([N+](=O)[O-])cc1)NCCC1=CCCCC1	13	-3	0.6	-31	6	-2	1	-5	-6
Cc1cc(NC(=O)Nc2ccc(Cl)c(Cl)c2)n(-c2ccccc2)n1	4	1	-1.8	33	4	6	1	-15	-1
Cc1ccc(S(=O)(=O)N(CC(O)CN2CCOCC2)c2cccc([N+](=O)[O-])c2)cc1 (stereo not drawn)	29	-8	-0.8	8	-1	-9	1	-11	3
Fc1ccc(-c2ccc(/C=N\n3cnnc3)o2)cc1Cl	-2	1	0.8	6	8	14	2	-2	-15
Cc1cc(Cl)ccc1C(=O)C1CCCN(C(=O)c2cncs2)C1 (stereo not drawn)	8	10	0.7	26	3	-5	-3	-2	1
Cc1ncc([N+](=O)[O-])n1CC(=O)Nc1ccc(F)c(Cl)c1	-7	6	-0.5	-13	5	2	-5	2	4

# Continuation:
Molecule	Jurkat NFkB inh	CCR6 antagonist	CHOP UPR activ	Mdm2 MdmX PPI	697 NFkB inh	Gli-Sufu antag	UPR XBP1 act	EBI2 antag	CXCR6 inh
COCCNC(=O)CSc1nc2sc(C)c(C)c2c(=O)n1-c1ccccc1	-18	2	-1.2	15	6	-10	1	-5	-4
O=C(O)c1ccc(N2C(=O)c3cccnc3C2=O)cc1	8	-1	0.2	14	3	2	-1	-5	-1
CCN(CC)C(=O)C(=O)c1cccn1-c1c(Cl)cccc1C#N	22	12	-1.1	22	5	-10	-2	-1	-9
COc1ccc(Oc2nccc(-c3ccc(F)cc3)c2C#N)cc1	-21	6	5.9	22	-18	-21	3	16	-2
COc1ccc(C(=O)COC(=O)c2ccccn2)cc1OC	-1	0	-2.2	-2	-28	5	3	1	7
COc1ccc(OC)c(-c2csc(NC(=O)Cc3ccc(OC)c(OC)c3)n2)c1	6	-7	-1.4	43	0	21	6	8	-4
O=c1c2ccsc2ncn1Cc1ccccc1F	-15	10	-1.7	-5	6	6	-1	-2	9
Nc1c(Cl)cc(-c2csc(N3CCCC3c3nc4cc(Cl)c(N5CCCCC5)cc4n3CCOCCO)n2)cc1Cl (stereo not drawn)	8	2	-0.1	1	4	26	-1	-31	11
COC(=O)c1cnn(-c2ccccc2)c1N	10	-2	1.7	10	10	-5	0	-14	-15
CCOC(=O)Cn1c(C)cc(COC)c(C#N)c1=O	16	19	-0.1	-9	3	-2	1	1	7
CCc1ccc(NC(=S)NC2CCN(Cc3ccccc3)CC2)cc1	-13	17	-1.6	24	-15	31	0	18	-9
O=C(C[C@H]1C(=O)N(C2CCCCC2)C[C@@H]1Cc1ccccc1)Nc1ccccc1	10	8	0.9	20	17	-1	2	9	10
CC(=O)NCCC(=O)Nc1nc(-c2ccc3c(c2)OCCO3)cs1	-39	-1	3.7	10	-22	-17	0	0	-5
O=C(Nc1nnc(C2CC2)s1)C1CCCCN1S(=O)(=O)c1ccccc1 (stereo not drawn)	-16	9	-2.8	-18	-5	-1	-2	-5	0
O=C(O)CCSc1nnc(CNc2ccc(Cl)cc2)n1Cc1ccccc1	-1	-4	1.8	-20	-39	-9	0	-14	-14
O=c1oc(-c2ccccc2)nc2ccsc12	-3	8	-0.9	28	-3	2	-1	-4	8
CN1CCN(C(=O)c2ccc(F)c(F)c2)CC1	-12	7	-0.6	-8	0	-1	1	-10	-8
Nc1ccc2nn(-c3ccc(F)cc3)nc2c1	-72	5	7.3	-117	-124	-79	6	-2	-5
COCCN(C(=O)/C=C/c1ccccc1)c1nnc(-c2cccnc2)s1	15	8	-0.2	39	-10	1	-2	4	2

# Four compounds drawn at random from the list so far:
Molecule	Jurkat NFkB inh	CCR6 antagonist	CHOP UPR activ	Mdm2 MdmX PPI	697 NFkB inh	Gli-Sufu antag	UPR XBP1 act	EBI2 antag	CXCR6 inh
O=c1c2ccsc2ncn1Cc1ccccc1F	-15	10	-1.7	-5	6	6	-1	-2	9
CCc1ccc(NC(=S)NC2CCN(Cc3ccccc3)CC2)cc1	-13	17	-1.6	24	-15	31	0	18	-9
COc1ccc(C(=O)COC(=O)c2ccccn2)cc1OC	-1	0	-2.2	-2	-28	5	3	1	7
CC(=O)NCCC(=O)Nc1nc(-c2ccc3c(c2)OCCO3)cs1	-39	-1	3.7	10	-22	-17	0	0	-5

# Source: PubChem (Sanford-Burnham Center for Chemical Genomics)
